Source: PubChem BioAssay
hcDAF12 agonist: activators of H. contortus DAF-12 nuclear receptor; HEK293 hcDAF-12 lit1-tk-luc reporter, luminescence; 0% DMSO, 100% Δ7-dafachronic acid; activation, % at 6.8 µM; 370,000 tested, 1.4% active; AID 652067;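 active = activation above the mean of all tested compounds plus 3 SD, cut at about 5.5% in these data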;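 note: 100% = response to 3 µM Δ7-dafachronic acid high control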
hgDAF-12 ag: activates the H. glycines DAF-12 receptor ligand-binding domain; HEK293 GAL4-hgDAF12 UAS-luciferase reporter, agonist luminescence; normalized to butyrate control; activation, % at 6.8 µM; 370,000 tested, 1.8% active;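 active = activation above a cutoff set at the mean of all screened compounds plus 3 SD, cut at about 10% in these data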;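 note: 0% = DMSO wells and 100% = sodium butyrate wells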
ADAM17 inh: inhibits human ADAM17. recombinant ADAM17, EDANS/DABCYL FRET peptide cleavage. 370,000 tested, 0.83% active. inhibition, % at 6.95 µM;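 active = inhibition above the mean of compounds lying between control limits plus 3 SD, set per campaign, cut at about 8.5% in these data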;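 note: 0% = DMSO-only wells as the low control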
PLCg1 inh: blocks human PLC-gamma1 enzyme activity | purified PLC-gamma1, fluorogenic substrate, fluorescence | inhibition, % at 12.2 µM | 370,000 tested, 0.84% active | AID 720700; in the data active = inhibition above about 9.5%
NR1D1 modulator: modulators of human Rev-erb alpha DNA binding. P20393. activity, % at 10 µM. 370,000 tested, 0.79% active. AID 1259318. Rev-erbα–FITC-DNA binding, fluorescence polarization, 90 min;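 active = activity above about 14%, limit read from the data; passing the limit was not always enough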;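 note: 0% = DMSO wells with 35 nM protein and 100% = DMSO wells with 750 nM protein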
Target sequence (P20393 whole entry, looked up): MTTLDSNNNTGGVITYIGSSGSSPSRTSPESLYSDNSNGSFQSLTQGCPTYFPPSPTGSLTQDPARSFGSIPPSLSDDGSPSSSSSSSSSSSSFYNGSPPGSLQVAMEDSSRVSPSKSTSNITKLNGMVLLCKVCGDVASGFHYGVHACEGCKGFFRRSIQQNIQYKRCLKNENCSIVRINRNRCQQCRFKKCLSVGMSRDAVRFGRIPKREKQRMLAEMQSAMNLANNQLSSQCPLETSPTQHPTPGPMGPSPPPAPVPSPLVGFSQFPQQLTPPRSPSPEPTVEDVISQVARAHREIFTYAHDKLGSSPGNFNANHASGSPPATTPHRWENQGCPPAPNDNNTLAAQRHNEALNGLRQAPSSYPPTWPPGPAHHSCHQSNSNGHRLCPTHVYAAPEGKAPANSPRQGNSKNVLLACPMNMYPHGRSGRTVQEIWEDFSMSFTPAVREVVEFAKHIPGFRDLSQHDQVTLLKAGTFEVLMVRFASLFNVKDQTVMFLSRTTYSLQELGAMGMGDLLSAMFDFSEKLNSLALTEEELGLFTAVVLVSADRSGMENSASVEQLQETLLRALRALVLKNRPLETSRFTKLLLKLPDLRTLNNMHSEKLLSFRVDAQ
PLC-beta3 inh: PLC-beta3 (human) inhibition, primary screen; Q01970; Purified PLC-beta3, fluorogenic substrate, fluorescence; inhibition, % at 12.2 µM; 370,000 tested, 0.18% active; in the data active = inhibition above about 11%;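 note: 0% = median of compound wells on plate and 100% = full blocker control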
ssDAF12 agonist: activates DAF-12 receptor from parasite S. stercoralis | HEK293 ssDAF-12/GRIP1 lit1-tk-luc reporter, luminescence; % of 3 µM dafachronic acid response | activation, % at 6.8 µM | 370,000 tested, 1% active;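 active = activation above the mean over all tested compounds plus 3 SD, cut at about 0.9% in these data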;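 note: 0% = DMSO-only wells and 100% = 3 µM delta7-dafachronic acid wells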
SMARCA2 act: increases SMARCA2 function in MMTV reporter cells; activation, % at 9.1 µM; MG213 cells, MMTV-luciferase reporter, dexamethasone, overnight; AID 652017; 370,000 tested, 1% active; in the data active = activation above about 7.8%;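 note: 0% = vehicle wells and 100% = reference activator wells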
MBD2 DNA inh: MBD2-methylated oligo binding inhibition. Q9UBB5. AID 686964. TR-FRET, MBD2 binding to methylated oligonucleotide. 370,000 tested, 0.31% active. inhibition, % at 4.4 µM; in the data active = inhibition above about 13%
DAX1 inh-1: inhibitors of human orphan nuclear receptor DAX1 (NR0B1) | P51843 | HEK293 Gal4-DAX1 luciferase reporter, luminescence | inhibition, % at 6.75 µM | 340,000 tested, 0.99% active | AID 504766;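 active = inhibition above the mean over all tested compounds plus 3 SD, cut at about 4.2% in these data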;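 note: 0% = DAX1-transfected cells with DMSO and 100% = empty-vector control cells with DMSO; inhibition shows as a rise in luminescence from relieved DAX1 repression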
Target sequence (P51843 207-470 limits assumed): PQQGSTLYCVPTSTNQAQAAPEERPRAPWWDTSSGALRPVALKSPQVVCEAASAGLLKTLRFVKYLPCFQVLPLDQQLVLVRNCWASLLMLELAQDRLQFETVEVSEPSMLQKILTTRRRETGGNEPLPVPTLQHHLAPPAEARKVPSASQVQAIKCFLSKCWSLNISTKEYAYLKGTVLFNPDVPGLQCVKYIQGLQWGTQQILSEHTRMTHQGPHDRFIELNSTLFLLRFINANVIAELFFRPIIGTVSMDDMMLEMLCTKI
DAX1 inh-2: DAX1 (NR0B1) inhibition, primary screen; HEK293T StAR-luciferase reporter, SF-1/DAX-1 repression relief; inhibition, % at 6.8 µM; 370,000 tested, 1.1% active; AID 652010;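 active = inhibition above the mean over all tested compounds plus 3 SD, cut at about 3.6% in these data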;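 note: 0% = DAX-1 cells with DMSO and 100% = cells lacking DAX-1 with DMSO; higher inhibition means more luminescence from relief of DAX-1 repression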
* hit, by the source's call; i = inactive; . = no result given; & = joins results of further samples. Compounds as they come; overall some 7.4% were active at least once.

SMILES	hcDAF12 agonist	hgDAF-12 ag	ADAM17 inh	PLCg1 inh	NR1D1 modulator	PLC-beta3 inh	ssDAF12 agonist	SMARCA2 act	MBD2 DNA inh	DAX1 inh-1	DAX1 inh-2
CCOCCCn1c(=S)[nH]c2cc(C(=O)N3CCN(C4CCCCC4)CC3)ccc2c1=O	0.4	2.1	3	2	-4	-8	-0.8	-2	-2	0.9	1.3
COc1ccc(CNC(=O)C/C(C)=N/NC(=O)c2ccc(OC)cc2OC)cc1	-0.7	1.2	3	7	5	-1	-1.7	3	-9	-0.6	-0.3
O=C(CSc1nccn1Cc1ccccc1)NC1CCCC1	1.0	-1.8	1	1	-3	-2	-0.4	-2	-5	0.5	1.4
CN1OC[C@@H]2CN(Cc3cc(Cl)cc(Cl)c3)[C@H](c3cccc(Br)c3)C[C@@H]21	-2.4	4.2	-2	1	7	0	-1.1	0	3	-0.4	-0.5
CC(C)NC(=O)C1(C)CCN1C(=O)c1cccc(Cl)c1 (stereo unspecified)	0.1	0.7	-2	0	0	4	-1.4	3	2	.	-0.3
Cc1ccc(NC(=O)/C=C\C(=O)O)c([N+](=O)[O-])c1	1.2	-1.0	1	4	-1	-3	-1.0	0	-5	1.4	-0.1
COc1ccc(C2CCN(CC(=O)N(C)C)CC2O)cc1 (stereo unspecified)	-0.8	7.2	-3	-1	1	-4	-0.7	-2	2	0.5	0.5
Cc1cc(C)cc(C(=O)NCC(=O)OCC(=O)Nc2ccc(C)cc2Br)c1	0.0	0.6	-3	-2	6	-6	-0.5	-4	0	0.1	0.5
Cc1c(Cl)cccc1NC(=S)N1CCOCC1	0.1	-0.9	-1	2	4	0	-1.9	2	-9	0.4	-0.4
COc1ccccc1N1CCN(C(=O)c2ccncc2)CC1	-0.8	-0.7	-2	-4	-1	3	-1.4	0	-2	0.0	-0.3
Cn1c(=O)cc(OCCCC(=O)Nc2cc(-c3cn[nH]c3)ccn2)c2ccccc21	-6.2	-11	-4	1	0	6	-2.5	.	-5	.	.
COc1ccc2c(C)cc(SCC(=O)Nc3cccnc3Cl)nc2c1	1.4	-3.2	-1	0	59*	-3	0.6	-1	3	1.4	0.4
O=C(CSc1nnc(-c2ccncc2)n1Cc1ccco1)N1c2ccccc2Sc2ccc(Cl)cc21	-1.3	-2.9	-6	1	3	2	-1.0	0	0	-0.9	-0.1
COC(=O)CSc1nnc(-c2ccco2)n1Cc1ccco1	-0.8	0.9	-3	0	-1	1	-0.8	2	7	0.4	0.8
CCc1nc2ccc(C(=O)NCCN3CCOCC3)cn2c1N(CC)CCOC	-0.9	2.0	-6	1	-4	0	-0.9	-2	4	.	-0.1
O=C(CC(=O)c1ccccc1)Nc1ccc2c(c1)OCCO2	2.9	12*	3	3	0	0	0.8	5	3	1.7	2.7
CC(C)N(Cc1ccccc1)C(=O)COC(=O)c1ccccc1SCC(=O)N1CCCC1	-2.0	-4.7	3	-1	1	-5	-1.3	-2	-2	-2.9	-3.0
CC(C)OC(=O)c1c(NC(=O)c2cnn3c2NC(c2ccccc2)CC3C(F)(F)F)sc2c1CCCC2 (stereo unspecified)	-0.6	-1.0	-6	0	14	1	-1.2	-1	1	-0.3	-0.2
COc1ccc(/C=C/C(=O)O/N=C(\N)c2ccccc2)cc1OC	2.8	10	-21	-39	7	-51	-0.1	2	1	2.3	2.4
CCCC1CCC2(CC1)CCC2OC(=S)Nc1ccccc1Cl (stereo unspecified)	-2.4	2.4	0	-2	0	0	-1.0	.	-2	.	.
Cc1cc(C)n(-c2nc3c(c(=O)[nH]c(=O)n3C)n2Cc2ccccc2)n1	-1.2	-0.3	-1	6	0	4	-1.4	2	2	-0.5	-0.5
OCCN(CC#CCn1c2ccccc2c2ccccc21)CCO	0.6	-1.2	-5	0	2	-10	-0.7	-1	6	1.9	-0.1
O=C(c1ccco1)N1CCN(C(=O)c2cc(-c3ccc(F)cc3)no2)CC1	-1.2	-1.7	-3	2	-6	-1	-1.2	-3	-1	0.4	0.2
NC(=O)c1ccccc1OCc1nnc(-c2ccccc2Br)o1	-1.1	4.9	2	-51	-6	-3	-1.1	2	-2	-1.6	1.6
C/C(=N\OCC(=O)OC(C)C(=O)Nc1ccc(C(N)=O)cc1)c1ccc2c(c1)OCO2 (stereo unspecified)	0.0	-2.0	0	4	-3	-3	-0.4	-3	1	0.1	0.9
O=C1CC(c2ccc(F)cc2)CC(O)=C1C=NCCN1CCNCC1 (stereo unspecified)	-0.2	-1.8	-2	1	-1	1	-0.1	0	-5	0.7	0.5
CCN(CC(=O)Nc1ccc(OC)cc1)C(=O)CCS(=O)(=O)c1ccc(C)cc1	-2.9	2.1	0	3	-1	5	-1.0	-1	-2	-0.1	2.3
Nc1ncnc(Sc2ccccc2)c1[N+](=O)[O-]	-1.7	0.2	3	5	0	-1	-1.1	0	2	-1.0	-0.9
COc1cc(C(=O)OCC(=O)NC2CCS(=O)(=O)C2)c([N+](=O)[O-])cc1OC (stereo unspecified)	0.6	1.6	0	2	1	4	-1.4	1	1	-1.2	0.7
CC1CCCC(C)N1C(=O)Cn1c(SCC(=O)NCc2ccc3c(c2)OCO3)nc2ccccc21 (stereo unspecified)	-1.3	0.0	4	6	4	9	-1.5	-4	-4	-0.3	-0.2
CC/C(=N\NC(=O)C1CCCC1)c1ccc(Br)cc1	1.6	1.8	-5	-2	-2	-5	-0.5	-1	-4	-0.1	1.5
N#Cc1ccc(CN2CCN(C(=O)CNS(=O)(=O)c3ccc4c(c3)OCCCO4)CC2)cc1	0.1	-0.3	-4	-3	2	-7	-0.8	-3	2	-0.7	-0.8
Cc1csc2nc(CSc3nc4ccccc4o3)c(Br)n12	1.8	8.3	-3	0	-4	0	-1.1	2	-2	1.8	2.4
Cc1c(NC(=O)c2cccs2)cccc1NC(=O)c1cccs1	-1.0	-1.5	-5	-6	-2	-10	-0.7	-2	1	0.1	-1.5
Cn1cncc1C#Cc1ccc2cc(C(C)(C)O)oc(=O)c2c1	0.6	3.1	-82	-408	7	i	-0.9	2	4	-0.2	0.4
CCOC(=O)c1ccc(NC(=O)CN2C(=O)NC3(CCCCCCC3)C2=O)cc1	-2.2	-0.6	0	2	7	-7	-1.1	0	6	-1.0	-2.2
N#Cc1nc(-c2ccccc2)oc1N1CCC(C(N)=O)CC1	2.2	0.9	-388	-53	0	-84	-1.6	-2	-2	0.2	0.0
COc1cccc(N2CCN(c3nc(C)cc(=O)[nH]3)CC2)c1	-0.1	-1.9	-1	-3	9	-2	0.0	0	-5	0.9	0.0
COc1ccccc1CNC(=O)c1cnc2sccn2c1=O	-0.3	0.6	-3	-1	1	-3	-1.2	-7	1	0.6	0.0
COCCN(C(=O)COC(=O)CCc1c[nH]c2ccccc12)c1c(N)n(Cc2ccccc2)c(=O)[nH]c1=O	2.7	0.7	2	0	3	-4	-0.8	3	0	2.7	2.1

Record cards, as listed above. Order of values: hcDAF12 agonist, hgDAF-12 ag, ADAM17 inh, PLCg1 inh, NR1D1 modulator, PLC-beta3 inh, ssDAF12 agonist, SMARCA2 act, MBD2 DNA inh, DAX1 inh-1, DAX1 inh-2
Record of `CC1CCCC(C)N1C(=O)Cn1c(SCC(=O)NCc2ccc3c(c2)OCO3)nc2ccccc21` (stereo unspecified) = -1.3, 0.0, 4, 6, 4, 9, -1.5, -4, -4, -0.3, -0.2
Record of `NC(=O)c1ccccc1OCc1nnc(-c2ccccc2Br)o1` = -1.1, 4.9, 2, -51, -6, -3, -1.1, 2, -2, -1.6, 1.6
Record of `COc1cccc(N2CCN(c3nc(C)cc(=O)[nH]3)CC2)c1` = -0.1, -1.9, -1, -3, 9, -2, 0.0, 0, -5, 0.9, 0.0
Record of `Cn1cncc1C#Cc1ccc2cc(C(C)(C)O)oc(=O)c2c1` = 0.6, 3.1, -82, -408, 7, i, -0.9, 2, 4, -0.2, 0.4

(further entries)
SMILES	hcDAF12 agonist	hgDAF-12 ag	ADAM17 inh	PLCg1 inh	NR1D1 modulator	PLC-beta3 inh	ssDAF12 agonist	SMARCA2 act	MBD2 DNA inh	DAX1 inh-1	DAX1 inh-2
CCCCC(=O)N1CCCC(C(=O)OCC)C1 (stereo unspecified)	0.4	1.2	-3	-2	-1	-3	-1.0	-2	0	-0.3	0.1
CN1CCN(CC(=O)Nc2nc3ccccc3s2)CC1	1.2	5.5	-3	1	3	-5	-0.9	1	-1	1.6	0.1
CCC1Nc2ncnc(N3CCOCC3)c2N(Cc2ccc(Br)cc2)C1=O (stereo unspecified)	-1.2&-2.6	-1.6&-1.0	1&-3	-2&-4	-1&3	-3&-6	-1.4&-1.4	0&3	-2&-2	-0.4	-0.1&1.3
O=C(O)c1cccc(NC(=O)c2cccc(S(=O)(=O)N3CCc4ccccc4C3)c2)c1	-0.5	-0.8	-3	-4	-6	-5	-1.4	-1	0	0.6	-0.1
Cc1ccc(-c2noc(-c3ccno3)n2)cc1	2.0	5.2	1	5	1	-3	-0.2	-2	2	1.8	1.2
CN(C(=O)c1cccc(NC(=O)Cc2ccc(NC(=O)C3CCCN(C(=O)c4ccccc4)C3)cc2)c1)C1CCCC1 (stereo unspecified)	0.4	-2.3	7	7	3	2	-1.1	-4	-3	-0.5	-0.4
O=C(NNc1nc(-c2ccccc2)c2cc(Br)ccc2n1)c1ccc(S(=O)(=O)N2CCOCC2)cc1	0.3	4.4	-5	-3	7	-5	-0.7	-2	4	-1.0	0.0
CCN1C(=O)N(CC)c2cccc3cccc1c23	-2.7	-0.9	-5	-4	-2	-6	-1.3	-1	2	2.6	-0.4
Cc1ncc(CO)c(/C=N/NC(=O)c2cc(Br)ccc2O)c1O	0.5	2.1	-18	-19	6	-33	-0.6	-3	0	1.5	-0.3
CCOc1ccc2nc(SCC(=O)Nc3cc(C)on3)c(C)cc2c1	-2.1	0.9	-2	3	58*	-2	-1.2	-1	3	-1.2	0.0
O=C(Nc1cccc(Cl)c1)c1ccc(-n2cncn2)c([N+](=O)[O-])c1	-2.2	-5.4	0	-1	3	-8	-2.0	-1	2	-0.7	-1.8
CCN(c1ccccc1)S(=O)(=O)c1ccc2[nH]cc(C(=O)NCCOC)c(=O)c2c1	-0.1	0.5	-5	2	4	1	-0.7	-1	7	-1.1	0.7
CCOP(=O)(OCC)C(NC(=O)Nc1c(C)cc(C)cc1C)c1ccccc1 (stereo unspecified)	0.7	-0.7	-1	3	-4	4	-1.7	8	3	-0.3	0.0
O=C(Cn1nc(-c2ccccc2)c2ccccc2c1=O)NCCO	0.5	-1.4	-3	2	5	2	-1.1	-2	-2	2.3	-0.1
Cc1n[nH]c(=S)n1-c1cccc(Cl)c1	-1.9	-4.2	-5	-2	-1	-2	-1.7	-3	-9	1.1	-0.2
O=C(OCC(=O)N1CCOCC1)c1ccc[nH]c1=O	-1.0	-0.2	-1	0	1	3	-1.6	-2	-3	-1.9	0.4
COc1ccc(C(=O)c2c[nH]cc2-c2ccccc2)cc1	-3.5	3.8	0	-4	-3	-3	-1.1	-4	5	-0.7	-0.6
CCOC(=O)CSc1nc2sc(C)c(C)c2c(=O)[nH]1	-1.1	-1.3	-4	-3	3	-6	-1.4	-1	-1	1.1	-0.2
Cc1ccc(S(=O)(=O)Cc2nc3ccccc3c(=O)[nH]2)cc1	-1.8	0.9	3	-2	5	19*	-1.0	2	3	-1.2	0.8
Cc1ccc(/C=C/C(=O)c2ccccc(=O)c2O)cc1C	-2.3	-1.4	0	-7	-2	-11	-1.0	-2	1	-0.1	-0.1
